PGE2 EP2 inh: blocks the human prostaglandin E2 receptor EP2 | C6 glioma cells expressing human EP2, cAMP TR-FRET; cells stimulated with saturating PGE2 | inhibition, % at 25 µM | actives 0.52% (n = 260,000);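 active = percent inhibition above 40 after rounding to a whole number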;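 note: rat C6 glioma host cells with rolipram phosphodiesterase inhibitor present; the protocol text gives 20 µM as final concentration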
Target sequence (P43116 whole entry, looked up): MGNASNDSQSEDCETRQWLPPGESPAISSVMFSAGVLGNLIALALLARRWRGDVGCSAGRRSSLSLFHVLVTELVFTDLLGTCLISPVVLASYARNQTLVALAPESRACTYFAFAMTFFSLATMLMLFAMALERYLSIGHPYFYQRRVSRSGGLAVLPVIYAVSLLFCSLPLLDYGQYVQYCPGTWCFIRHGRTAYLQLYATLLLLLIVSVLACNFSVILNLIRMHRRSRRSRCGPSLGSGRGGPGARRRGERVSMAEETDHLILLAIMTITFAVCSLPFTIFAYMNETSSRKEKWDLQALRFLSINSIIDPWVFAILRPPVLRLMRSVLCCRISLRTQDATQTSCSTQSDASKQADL
EP2 mod: modulates human prostaglandin E2 receptor EP2 signaling; P43116; EP2-expressing cells, cAMP HTRF FRET, PGE2 co-stimulation; induction, % at 25 µM; actives 0.83% (n = 260,000);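 active = compounds whose cAMP rise, as percent of the full-agonist control response, exceeds 60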;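 note: rat C6 glioma line stably carrying human EP2 under a CMV promoter; the protocol text gives 20 µM as final concentration; 100% = response of wells given 1 µM PGE2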
* hit, by the source's call; & = joins results of further samples.

The line under a structure holds: PGE2 EP2 inh	EP2 mod
(1) COc1cccc2c1C(=O)c1c(O)c3c(c(O)c1C2=O)C[C@@](O)(C(=O)CO)C[C@H]3O[C@H]1C[C@@H](N)[C@H](O)[C@@H](C)O1.[W]
  39.8*	15.3
(2) C/C(Cl)=C/Cn1c(N2CCCC2)nc2c1c(=O)[nH]c(=O)n2C
  11.8	29.1
(3) CCOC(=O)C(CC)Sc1nc2c(c(=O)[nH]c(=O)n2C)n1Cc1ccc(C)cc1 (centres undefined)
  3.5	52.7
(4) Cn1cc(CCCC(=O)NC2CCCOC2)c2ccccc21 (centres undefined)
  8.8	-35.8
(5) CCCC(c1nnnn1CCOC)N1CCN(C2CCCC2)CC1 (centres undefined)
  14.7	2.5
(6) COc1ccc(-n2c(CNc3ccc(Cl)cc3)n[nH]c2=S)cc1
  6.1	7.6
(7) CCC(=O)c1cn(CC(=O)Nc2cccc(C)c2C)c2ccccc12
  9.1	0.6
(8) Oc1ccc(Cn2c(-c3ccc(O)cc3)nc3ccccc32)cc1
  46.6*	20.6
(9) C#C[C@]1(O)CC[C@H]2[C@@H]3CCC4=Cc5oncc5CC4(C)[C@H]3CCC21C (some centres undefined)
  14.0	-7.8
(10) CC(=O)Nc1ccc(-n2nnnc2SCC(=O)Nc2nc3c(s2)CCCC3)cc1
  7.6	-25.7
(11) CC(NCc1ccc(OCCO)cc1)c1ccc2c(c1)OCCCO2 (centres undefined)
  4.2	-69.4
(12) COc1ccccc1NC(=S)N(Cc1ccco1)Cc1cc2ccc(C)cc2[nH]c1=O
  7.7	26.3
(13) Cc1cccc(C)c1NC(=O)CSc1nnc2c(C)cc3ccc(C)c(C)c3n12
  5.4	20.9
(14) Cc1ccc(C)c(NC(=O)c2sc3nc(C)cc(C)c3c2N)c1
  9.3	-27.4
(15) CCC(C)(C)C1CCc2c(sc3nc(C)n(O)c(=O)c23)C1 (centres undefined)
  10.9	42.9
(16) NNC(=O)c1ccc[n+](CCc2ccccc2)c1
  13.9	-11.5
(17) COC(=O)C1=C(C)NC2=C(C(=O)c3ccccc32)C1c1ccc(OC)c(OC)c1OC (centres undefined)
  10.4	17.9
(18) CCCC(c1nnnn1CC1CCCO1)N(Cc1ccccc1)Cc1cc2cc(C)ccc2[nH]c1=O (centres undefined)
  11.3	46.3
(19) CCNc1nc(-c2ccc(OC)cc2)cs1
  11.1	2.1
(20) O=C1C(=O)c2ncccc2-c2cccnc21
  15.5	33.1
(21) Cc1ccc(C(=O)Nc2ccc(N3CCN(S(C)(=O)=O)CC3)cc2)cc1Cl
  10.9	19.6
(22) CN(C)CCNc1cn[nH]c(=O)c1Cl
  9.4	-42.4
(23) Cc1cc2cc(CN(CCO)C(=S)Nc3ccccc3)c(=O)[nH]c2cc1C
  14.3	-37.7
(24) O=C(CSCc1c(Cl)cccc1Cl)NCc1ccncc1
  10.3	5.4
(25) CCCc1nnc(NC(=O)c2ccc(Br)cc2)s1
  13.0	-7.8
(26) OC1(c2ccccc2F)CCN(Cc2ccccc2N2CCCC2)CC1
  7.9	-46.8
(27) CCOc1cc(/C=C/C2C=C(C(F)(F)F)NC(=O)N2)ccc1OC (centres undefined)
  11.1	-23.8
(28) CN(C)CCCN(Cc1ccco1)Cc1n[nH]nc1-c1ccccc1
  11.8	4.4
(29) CCCSc1nc2sc3c(c2c(=O)n1C)CCCC3
  11.4	65.1*
(30) Cc1cc(OCC=C(Cl)Cl)c2ccccc2n1
  8.2	-26.6
(31) CC(=O)C1=C(O)C(=O)N(CCCn2ccnc2)C1c1ccccc1F (centres undefined)
  8.8	-31.8
(32) O=C(NC[C@H]1CCCN(C(=O)c2cnccn2)C1)c1cccs1
  8.1	-244.7
(33) C=CCNCc1cc2c(C)nn(-c3ccc(F)cc3)c2[nH]c1=O
  6.4	-9.2
(34) COc1cc2cc(C(c3nnnn3CC3CCCO3)N3CCc4ccccc43)c(=O)[nH]c2cc1OC (centres undefined)
  4.4	-5.2
(35) Cn1ncc2c1CCc1sc(NC(=O)c3c(F)cccc3Cl)nc1-2
  7.6	-78.5
(36) Cc1ccc(NC(=O)CSc2nnc3c(C)cc4ccc(C)c(C)c4n23)cc1
  7.8	-8.9
(37) O=C(N1CCC[C@H](Cn2nc(-c3cccs3)ccc2=O)C1)C1(c2ccccc2)CC1
  6.2	-35.7
(38) CCOC(=O)c1cnc(SCC(=O)Nc2sc3c(c2C#N)CCCC3)nc1N
  26.4	29.9
(39) CC(NC(=O)c1nccc2ccccc12)c1nc(-c2ccc(Cl)cc2)n[nH]1 (centres undefined)
  7.3	-112.8
(40) COc1ccc(N(CC(=O)N2CCN(c3ccccc3F)CC2)S(C)(=O)=O)cc1
  12.8	-19.8
(41) CCc1ccc(OCc2nnc(SCC(=O)N3CCCc4ccccc43)n2CC)cc1
  12.8	28.6
(42) COc1ccc(CNC(=O)Cn2nc(C)n3c(cc4oc(C)cc43)c2=O)cc1
  11.3	-0.6
(43) CCOc1cc(C2C(C#N)=C(N)OC3=C2C(=O)CC(C)(C)C3)c(C)cc1OC (centres undefined)
  5.6	-2.0
(44) Cn1c(SCC(=O)Nc2ccc3c(c2)OCCO3)nnc1C1CC1
  16.0	1.8
(45) COc1ccc(-c2nc3ccccc3n2C)cc1
  10.7	-22.4
(46) COc1ccc(CNC(=O)Cn2nc3c4ccccc4nc(C4CC4)n3c2=O)cc1
  7.2	-2.7
(47) CCn1cc(C(=O)N[C@@H](C)Cn2nnc3ccccc32)cn1
  13.4	-9.4
(48) CCOc1nc(-c2ccc(OC)cc2)ccc1-c1noc(CC)n1
  9.1	55.6
(49) CC(C)C(=O)NC(C)c1nc(-c2cccnc2)n[nH]1 (centres undefined)
  5.1	2.8
(50) Cc1ccc(NC(=O)CSc2nnc3n2C(C)(C)Cc2ccccc2-3)cc1
  10.5	1.8

Further results follow.
The line under a structure holds: PGE2 EP2 inh	EP2 mod
(51) NC(=O)c1ccccc1NC(=O)CSc1nc(N)cc(N)n1
  18.1	-6.4
(52) CCC[N+]1(C)CCc2cc(OC)c(OC)cc2C1Cc1ccc(OC)c(OC)c1 (centres undefined)
  6.0	-4.1
(53) Cn1c2ccccc2c2nnc(SCC(=O)Nc3ccccc3)nc21
  8.8	-28.6
(54) CN1CCc2nc3sc(C(=O)c4ccc5c(c4)OCO5)c(N)c3cc2C1
  13.4	-53.5
(55) Cc1ccc(NC(=O)Cn2cc(C(=O)C(C)C)c3ccccc32)c(C)c1
  11.3	-37.6
(56) COc1ccc2[nH]c(=O)c(CN(Cc3ccc(C)cc3)C(=O)Nc3ccccc3OC)cc2c1
  7.5	60.9*
(57) COc1ccc(NCc2nnc(SCC(=O)Nc3cccc(-c4ccccc4)c3)n2C)cc1
  12.2	-11.1
(58) Cc1ccc(-n2c(SCC(=O)N3CCCCC3)nc3sc(C)c(C)c3c2=O)cc1
  9.3	51.5
(59) COCCN1C(=O)C(O)=C(C(=O)c2ccco2)C1c1ccc(OC)c(OC)c1 (centres undefined)
  18.0	8.9
(60) Oc1ccc([C@H]2Oc3cc(O)cc(O)c3C[C@H]2O)cc1
  8.7	11.3

An excerpt from above in order of count of non-hydrogen atoms, rising.
The line under a structure holds: PGE2 EP2 inh	EP2 mod
(60) Oc1ccc([C@H]2Oc3cc(O)cc(O)c3C[C@H]2O)cc1
  8.7	11.3
(51) NC(=O)c1ccccc1NC(=O)CSc1nc(N)cc(N)n1
  18.1	-6.4
(53) Cn1c2ccccc2c2nnc(SCC(=O)Nc3ccccc3)nc21
  8.8	-28.6
(55) Cc1ccc(NC(=O)Cn2cc(C(=O)C(C)C)c3ccccc32)c(C)c1
  11.3	-37.6
(59) COCCN1C(=O)C(O)=C(C(=O)c2ccco2)C1c1ccc(OC)c(OC)c1 (centres undefined)
  18.0	8.9
(52) CCC[N+]1(C)CCc2cc(OC)c(OC)cc2C1Cc1ccc(OC)c(OC)c1 (centres undefined)
  6.0	-4.1
(56) COc1ccc2[nH]c(=O)c(CN(Cc3ccc(C)cc3)C(=O)Nc3ccccc3OC)cc2c1
  7.5	60.9*

Additional compounds follow:
The line under a structure holds: PGE2 EP2 inh	EP2 mod
(61) COc1ccc(-n2c3c(cc(C(=O)Nc4ccccc4)c2=O)C(=O)CC(C)(C)C3)cc1
  11.4	16.3
(62) CCOc1ccc(NC(=S)N(CCCO)Cc2cc3ccc(C)cc3[nH]c2=O)cc1
  9.6	-7.6
(63) CCNC(=S)N(CCCN(CC)CC)Cc1cc2cc(C)cc(C)c2[nH]c1=O
  5.4	-9.1
(64) CC(=O)NC1=NN(C(C)=O)C2(S1)C(=O)N(C)c1c(C)cc(C)cc12 (centres undefined)
  12.7	-9.0
(65) Nc1nc(N)c2nn(-c3ccc(C(=O)O)cc3)nc2n1
  6.2	12.3
(66) O=c1[nH]c(/C=C\c2cccc(Cl)c2)c([N+](=O)[O-])c(=O)[nH]1
  12.7	-59.5
(67) COc1ccc(C(=O)Nc2nc(-c3ccc4c(c3)CCN4C(=O)C3CC3)cs2)cc1
  11.2	-55.3
(68) CC(NC(=O)C1(c2ccc(Cl)cc2)CCC1)c1nc(-c2ccncc2)n[nH]1 (centres undefined)
  6.6	-38.2
(69) OC(CN1CCC(O)(c2ccc(F)cc2)CC1)c1ccc2c(c1)CCC2 (centres undefined)
  10.6	-54.1
(70) CCc1ccc(NC(=O)CSc2nnc(-c3ccncc3)n2C)cc1
  12.0	14.1
(71) COc1ccc(NC(=O)CSc2nnc(-c3ccccc3O)n2-c2ccccc2OC)c(OC)c1
  9.7	-3.2
(72) CC(C)Oc1ccc(N2CC(C(=O)Nc3nc4ccccc4s3)CC2=O)cc1 (centres undefined)
  9.4	-16.1
(73) C=CCn1c(=O)c(C(=O)Nc2ccccc2C(=O)OC)c(O)c2ccccc21
  7.5	3.8
(74) COc1ccc2cc(C(c3nnnn3C(C)(C)C)N3CCCC(C)C3)c(=O)[nH]c2c1 (centres undefined)
  14.8	9.1
(75) Cc1ccc(-c2c(C)sc3ncn(CC(N)=O)c(=O)c23)cc1C
  7.0	-19.4
(76) Cn1c(=O)c2c(nc(SCC(=O)NNC(=O)C3CCCCC3)n2C)n(C)c1=O
  4.5	7.7
(77) COc1ccc(CN(Cc2cn[nH]c2-c2ccc(O)cc2)CC2CCCO2)cc1 (centres undefined)
  3.2	18.7
(78) COc1ccccc1NC(=S)N(CCO)Cc1cc2ccc(C)cc2[nH]c1=O
  12.6	-22.1
(79) CCCC(=O)Nc1nnc(SCC(=O)Nc2ccccc2)s1
  10.3	-5.7
(80) Cc1cc(C)nc(SCC(=O)Nc2ccc(N(C)C)cc2)n1
  9.5	32.8
(81) CC(C)[C@H](Cn1nc(C2CC2)ccc1=O)NC(=O)C1CCC1
  5.3	10.8
(82) O=C(O)c1cc2cc(Cc3cccnc3)ccc2o1
  8.3&12.2	-1.9&16.7
(83) CNc1ncc(CN(Cc2cc(OC)ccc2OC)CC2CCCO2)cn1 (centres undefined)
  8.8	-2.9
(84) Cc1nc(NC(=O)c2ccccc2O)sc1C
  6.9	-32.3
(85) Cc1cccc2cc(C#N)c(SCC(=O)Nc3ccc(F)cc3)nc12
  24.5	10.3
(86) N#Cc1c(NC(=O)C2CC(c3ccccc3Cl)=NO2)sc2c1CCCC2 (centres undefined)
  14.5	-3.8
(87) O=C(Nc1ccccc1)C1Cc2ccccc2CN1S(=O)(=O)c1cccs1 (centres undefined)
  7.8	24.0
(88) Cc1ccccc1N(CC(=O)NC1CCCC1)C(=O)c1snc(C(N)=O)c1N
  8.8	-17.2
(89) Cc1cc(C)c2cc(CN(Cc3cccs3)Cc3nnnn3CCc3ccccc3)c(=O)[nH]c2c1
  10.0	63.2*
(90) CC(=O)Nc1ccc2nc(NC(=O)c3ccccc3C)sc2c1
  18.0	-65.2
(91) CCOc1ccc(CC(=O)N2CCCC(c3noc(-c4ccccn4)n3)C2)cc1 (centres undefined)
  2.4	5.9
(92) COc1cccc(C2(O)CCN(CCNC(=O)CN3CCC(C)CC3)CC2)c1
  7.2	-33.6
(93) O=C(NCCNCc1cccc(Cl)c1)c1ccco1
  8.1	-36.7
(94) CCCC(=O)Nc1sc(C(=O)Nc2cc(C)ccc2C)c(C)c1C(=O)OC
  9.6	24.7
(95) Cc1nc2sccn2c1CN(CCCN(C)C)Cc1ccco1
  5.9	-2.5
(96) C=CCn1c(=O)c(C(=O)Nc2cccc(F)c2)c(O)c2ccccc21
  10.5	19.4
(97) C=CCn1c(SCC(=O)Nc2cccc(F)c2)nc2sc3c(c2c1=O)CCC3
  28.5	-119.2
(98) O=C(OCC(=O)c1ccc(Cl)cc1Cl)c1cnccn1
  4.8	34.0

Another view of some results above:
10	CC(=O)Nc1ccc(-n2nnnc2SCC(=O)Nc2nc3c(s2)CCCC3)cc1
  PGE2 EP2 inh = 7.6 | EP2 mod = -25.7

54	CN1CCc2nc3sc(C(=O)c4ccc5c(c4)OCO5)c(N)c3cc2C1
  PGE2 EP2 inh = 13.4 | EP2 mod = -53.5

75	Cc1ccc(-c2c(C)sc3ncn(CC(N)=O)c(=O)c23)cc1C
  PGE2 EP2 inh = 7.0 | EP2 mod = -19.4

Assay outcomes: PubChem, Emory University Molecular Libraries Screening Center

These rows are one share of the data; count on the stated rates, not on these rows.
